# Screening results deposited in PubChem BioAssay by Sanford-Burnham Center for Chemical Genomics.
# ATG4B inhibitor = inhibitors of human ATG4B cysteine protease; ATG4B cleavage of LC3-PLA2, NBD-HPC fluorescence, 1 h; 0.51% of 340,000 active; inhibition, % at 8.33 µM; AID 504462; in the data active = inhibition above about 40%
# Target sequence (Q9Y4P1 whole entry, looked up): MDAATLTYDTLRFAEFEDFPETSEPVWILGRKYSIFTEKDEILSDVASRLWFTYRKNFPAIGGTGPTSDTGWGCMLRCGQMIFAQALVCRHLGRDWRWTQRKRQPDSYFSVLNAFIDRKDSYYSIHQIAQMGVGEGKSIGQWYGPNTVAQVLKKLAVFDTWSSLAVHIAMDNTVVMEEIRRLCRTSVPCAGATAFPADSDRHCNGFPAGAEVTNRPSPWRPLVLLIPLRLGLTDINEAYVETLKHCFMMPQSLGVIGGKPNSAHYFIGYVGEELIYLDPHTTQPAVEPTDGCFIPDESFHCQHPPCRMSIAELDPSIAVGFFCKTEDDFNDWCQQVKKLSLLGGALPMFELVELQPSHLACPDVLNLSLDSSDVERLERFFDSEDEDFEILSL
# APJ ag = agonists of human APJ apelin receptor | P35414 | CHO-K1 APJ PathHunter beta-arrestin, luminescence; 0% DMSO wells, 100% apelin | activation, % at 20 µM | 0.11% of 330,000 active | AID 2520;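 active = activation more than six SD over the plate average, tested at 20 µM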;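 note: 0% = DMSO alone and 100% = apelin-13 at 10 nM; some results filed as inactive read as strong as hits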
#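 Assay system: CHO-K1 cells stably expressing ProLink-tagged human APJ and arrestin–beta-gal acceptor. Compound dosing: 20 µM single point, 1% DMSO. Times: 16-18 h seeding, 90 min dark compound exposure, 60 min detection. Detection: beta-gal luminescence. Evaluation: APJ–arrestin association signal. Controls: negative DMSO alone, positive Apelin-13 at 10 nM.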
# CXCR6 inh = CXCR6 (human) receptor inhibition | O00574 | CHO-K1 PathHunter CXCR6 beta-arrestin, luminescence | inhibition, % at 20 µM | 0.36% of 360,000 active; in the data active = inhibition above about 34%, passing the limit was not always enough;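 note: antagonist mode with CXCL16 agonist at 10 nM final; 0% = 10 nM CXCL16 with DMSO and 100% = unstimulated wells without agonist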
# Gli-Sufu block = blocks Gli-Sufu signaling in a luciferase reporter | Sufu-KO-LIGHT fibroblasts, Gli luciferase reporter luminescence | inhibition, % at 5 µM | 0.74% of 340,000 active | AID 588413;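 active = inhibition above about 55%, limit read from the data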;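 note: 0% = DMSO-treated cells and 100% = wells with medium but no cells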
# EBI2 block = antagonists of human EBI2 receptor; EBI2 beta-arrestin recruitment, luminescence, 7a,25-OHC stimulated; AID 651636; inhibition, % at 5 µM; P32249; 0.81% of 360,000 active; in the data active = inhibition above about 38%;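 note: enzyme fragment complementation signal reports receptor beta-arrestin coupling in cells; 0% = agonist plus DMSO wells and 100% = wells without agonist; some results beyond the cut were filed as inactive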
# Target sequence (P32249 whole entry, looked up, the tested form may be a part): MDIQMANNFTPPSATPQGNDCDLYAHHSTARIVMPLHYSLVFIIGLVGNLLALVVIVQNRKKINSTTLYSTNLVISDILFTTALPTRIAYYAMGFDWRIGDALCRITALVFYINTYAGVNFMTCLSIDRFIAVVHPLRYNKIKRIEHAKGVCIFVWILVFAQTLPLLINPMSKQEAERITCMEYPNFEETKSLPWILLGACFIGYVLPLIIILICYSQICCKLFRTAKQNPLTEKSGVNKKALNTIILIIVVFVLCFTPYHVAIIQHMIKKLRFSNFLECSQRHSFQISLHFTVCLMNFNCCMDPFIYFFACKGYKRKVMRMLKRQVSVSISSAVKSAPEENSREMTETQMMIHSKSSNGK
# CCR6 antag = CCR6 (human) receptor antagonism; CHO-K1 CCR6 PathHunter beta-arrestin, luminescence, CCL20-stimulated; 0.49% of 340,000 active; inhibition, % at 20 µM;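 active = compounds whose inhibition of the agonist-driven luminescence signal at 20 µM reaches about 50%, limit read from the data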;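 note: cells stimulated with CCL20 at 14 nM final; plate controls were DMSO with CCL20 for no effect and DMSO without agonist for full effect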
# APJ antagonist = APJ receptor antagonism. CHO-K1 APJ beta-arrestin complementation, luminescence. P35414. inhibition, % at 20 µM. 0.32% of 330,000 active. AID 2521;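 active = inhibition above about 40% at 20 µM, limit read from the data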;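 note: cells challenged with 10 nM apelin-13 agonist together with compound; plate controls were apelin-13 plus DMSO wells for no effect and DMSO wells lacking apelin-13 for full effect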
# UBC13 polyUb = blocks human UBC13 polyubiquitin chain formation | TR-FRET | AID 485273 | 0.47% of 330,000 active | P61088 | inhibition, % at 20 µM; in the data active = inhibition above about 45%, passing the limit was not always enough
# Target sequence (P61088 whole entry, looked up): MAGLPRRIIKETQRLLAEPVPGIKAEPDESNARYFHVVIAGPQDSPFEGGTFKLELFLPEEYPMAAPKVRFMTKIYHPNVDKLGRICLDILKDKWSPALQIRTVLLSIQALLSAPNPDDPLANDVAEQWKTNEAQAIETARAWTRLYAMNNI
# * marks the source's active call; other numbers are inactive results; · = not tested or not shown; & = joins results of further samples. Rows are unselected (roughly 3% active in at least one column).
# Preview:
SMILES	EBI2 block	CXCR6 inh	UBC13 polyUb	CCR6 antag	APJ antagonist	ATG4B inhibitor	APJ ag	Gli-Sufu block
CN(C)c1ncc(S(=O)(=O)c2ccc(Cl)cc2)c(-c2ccc(Cl)cc2Cl)n1	14	5	29	19	5	1	0	-1
C[C@H](NC(=O)N1CCn2c1nc1ccccc12)C(=O)NCc1ccco1	0	4	12	-11	3	-1	-2	-6

# The listing, repeating the preview:
SMILES	EBI2 block	CXCR6 inh	UBC13 polyUb	CCR6 antag	APJ antagonist	ATG4B inhibitor	APJ ag	Gli-Sufu block
CN(C)c1ncc(S(=O)(=O)c2ccc(Cl)cc2)c(-c2ccc(Cl)cc2Cl)n1	14	5	29	19	5	1	0	-1
C[C@H](NC(=O)N1CCn2c1nc1ccccc12)C(=O)NCc1ccco1	0	4	12	-11	3	-1	-2	-6
CC(C)CN1CCN(Cc2cn(C)c3ccccc23)CC1CCO (centres undefined)	2	8	2	-2	10	-1	-2	17
Cc1ccc(S(=O)(=O)CCC(=O)OCn2nnc3ccccc3c2=O)cc1	4	-3	-14	14	26	-6	-1	-3
CN(C)S(=O)(=O)c1ccc(Cl)c(NC(=O)COC(=O)CNS(=O)(=O)c2c(F)cccc2F)c1	-7	0	·	6	·	-3	·	-5
Cc1ccc(-n2cc[nH]c2=S)cc1C	-8	-2	-14	-1	-16	-5	2	-2
CC1(C)CC(=O)C2=C(C1)Nc1ccccc1NC2c1cccnc1 (centres undefined)	6	-4	-8	-7	-11	-3	10	-13
O=c1c2cc([N+](=O)[O-])ccc2nc(CN2CCN(c3ccccn3)CC2)n1-c1ccccc1F	-8	-16	-11	1	-24	-1	5	3
Cn1cc([N+](=O)[O-])c(C(=O)Nc2ccn(C34CC5CC(CC(C5)C3)C4)n2)n1	1	1	-7	-9	0	-3	-4	-2
Fc1ccc(NC(=S)Nc2ccccc2N2CCOCC2)cc1Cl	6	-1	-5	0	21	3	-2	-3
NC(=O)c1ccc(NC(=O)c2cnc3ccccc3n2)cc1	-16	-2	-2	9	0	-2	-1	-12
Cc1ccc(S(=O)(=O)c2cc3c(=O)n4cccc(C)c4nc3n(Cc3ccncc3)c2=N)cc1	3	1	-25	16	34	-5	-3	-22
CCN1C(=O)c2ccccc2S(=O)c2ccc(C(=O)NC3CC3)cc21 (centres undefined)	3	-11	0	14	12	-5	-1	-2
COc1cc(C(=O)O)cc(NC(=O)c2cccs2)c1OC	-12	-4	·	6	·	3	·	0
Cc1cc(=O)n(CCCO)c(O)c1C#N	-6	-2	-8	-7	-2	5	1	3
O=C(CCCN1C(=O)/C(=C/c2ccco2)SC1=S)Nc1ccccc1	-4	-3	6	11	4	12	0	7
O=C(Nc1ccnn1C1CCN(C(=O)c2cccc(Cl)c2)CC1)C1CC1	-10	1	-3	2	8	16	-2	0
Cc1ccc(C(=O)NNC(=O)C2CCCN(c3ncccn3)C2)cc1 (centres undefined)	-6	2	5	-7	5	-5	-6	1
O=C(c1ccc(NS(=O)(=O)c2ccc(Cl)c(Cl)c2)cc1)N1CCOCC1	-3	1	-3	4	14	-10	-4	-3
CCn1c(SCC(=O)Nc2ccccc2C(=O)OC)nnc1-c1ccc(N)cc1	-8	7	10	4	-2	-8	-5	1
CCC(=O)Nc1cccc(NC(=O)CSc2nnc(C3CC3)n2C)c1	-5	-5	2	8	9	-4	-2	-16
COc1ccc(/C(C#N)=C/c2ccccn2)cc1	5	-2	-1	7	6	-4	-2	-111
CC(=O)NC(CC(=O)O)c1ccccc1 (centres undefined)	-6	4	9	13	1	-3	-2	5
Cc1nn(-c2ccc(N3CCOCC3)nn2)c(C)c1CCC(=O)NCc1ccccc1	-13	-5	4	-5	10	0	0	0
Cc1ccsc1C1C(C#N)=C(N)N(N(C)C)C2=C1C(=O)CC(C)(C)C2 (centres undefined)	12	-6	1	3	-3	-3	1	-15
O=C(c1ccccc1)N1N=C(c2ccccc2)CC1c1ccccc1O (centres undefined)	18	3	5	9	11	-12	-5	-12
O=C(CNCc1ccccc1)NC1C2CC3CC(C2)CC1C3 (centres undefined)	-2	-15	10	7	-3	-4	-4	-19
O=C(Cc1ccc([N+](=O)[O-])cc1)NNC(=O)c1cccs1	-3	7	-3	2	27	0	-2	-14
O=C(N/N=C/c1ccccn1)c1ccc(NC(=O)c2ccc(F)cc2)cc1	-5	-3	-17	6	0	-5	3	-17
CCN(c1nc(C)cc(OC)n1)S(=O)(=O)c1ccccc1	0	9	1	13	3	10	-1	5
CCCC(=O)Nc1ccc(C(=O)Nc2cc(C(F)(F)F)ccc2Cl)cc1	7	2	2	4	-11	1	0	6
Cc1ccc(NC(=O)c2cc([N+](=O)[O-])ccc2N2CCCC2)cc1	16	5	-11	29	22	-6	-3	4
CC1CN(C(=O)COC(=O)c2cccc(S(=O)(=O)N3CCc4ccccc43)c2)CC(C)O1 (centres undefined)	6	5	1	0	0	-9	0	-18
COC(=O)c1ccccc1NC(=O)CN1CCC(NC(=O)c2ccccc2C)CC1	5	4	-1	4	-18	-4	6	12
CC(CCC(=O)O)C1CCC2C3CCC4C[C@H](O)CCC4(C)C3CC(=O)C12C (some centres undefined)	-5	-6	-8	0	-11	2	1	·
COc1ccc(OCC(=O)NCCNC(=O)c2ccccn2)cc1	8	8	0	10	3	4	-2	-21
CC(C)(C)c1ccc(S(=O)(=O)N2CCC(CO)(CC3CCCCO3)CC2)cc1 (centres undefined)	14	-10	-2	13	12	32	-2	11
O=S1(=O)C=CC(Nc2cccc(Cl)c2)C1 (centres undefined)	-10	-1	-2	-4	13	-3	-7	-1
O=C(Cn1nnc(-c2ccc(Cl)cc2)n1)NCC1CCCCC1	10	-2	-1	1	-1	-8	-2	-9
Cc1ccc(NC(=O)NCCCc2ccccc2)cc1	3	2	5	14	8	-2	3	-5
CC(C)(C)NC(=O)CSc1nc2[nH]ncc2c(=O)[nH]1	4	-2	-14	11	1	0	-2	6
CNC(=S)N(Cc1cc2cc(OC)c(OC)cc2[nH]c1=O)C1CCCC1	-6	9	6	1	3	-7	-2	20
Cc1noc(C)c1C(=O)N1CCN(S(=O)(=O)c2cccs2)CC1	-5	-14	4	5	6	6	4	-1
COC(=O)C1=C(C)N(Cc2ccc(C)cc2)C(=O)/C1=C\c1cc(OC)c(OC)c(OC)c1	37	12	4	38	3	6	-1	16
O=C(O)c1cc(O)ccc1NC(=O)C(c1ccccc1)c1ccccc1	-4	6	9	13	8	-4	-2	-2
O=C(O)CCN1CC2([N+](=O)[O-])CC=C(OCCO)C([N+](=O)[O-])(C1)C2 (centres undefined)	-11	5	-5	-2	-2	-5	-5	0
O=C(Nc1ccc2cn[nH]c2c1)c1ccc(Cl)c(S(=O)(=O)N2CCOCC2)c1	-12	-2	-2	-8	-1	-8	5	-14
Cc1nc(C)c(C(=O)OCC(=O)Nc2ccccc2SCC#N)s1	-11	5	-9	7	-7	-5	-2	14
COc1ccc(/C(O)=C2/C(=O)C(=O)N(CCCN(C)C)C2c2cccc(Cl)c2)cc1OC (centres undefined)	-9	0	1	7	0	-3	-4	3
C=CCNc1nc(C(=O)OCC)nc2ccccc12	1	1	-14	-6	7	-1	-3	4
Cc1ccc(C)c(N2CC(C(=O)O)CC2=O)c1 (centres undefined)	-6	2	5	4	0	0	3	-4
O=C(NN=Cc1cc(Br)c(O)c(Br)c1)c1ccccc1NS(=O)(=O)c1cccs1	2	-4	-4	11	13	5	-3	8
COc1ccc(NC(=O)c2ccc(-n3cccn3)nc2)c(OC)c1	-5	6	4	6	-2	6	-2	-15
COc1ccc(CCNC(=O)Cn2nnc(-c3ccc(N4CCOCC4)cc3)n2)cc1OC	8	1	5	7	-2	-2	-6	-16
CCC1(c2ccc(F)cc2)NC(=O)N(CC(=O)c2cc(C)n(C3CC3)c2C)C1=O (centres undefined)	16	-2	-5	-3	23	-6	-1	-1
CCOC(=O)C1=C(N)Oc2cc(C)n(CCc3ccc(OC)c(OC)c3)c(=O)c2C1c1cccnc1 (centres undefined)	-5	-8	-1	-9	-6	-3	-1	0
[O-]/C(=C(\C(=S)Nc1ccccc1F)[n+]1ccccc1)c1ccc(OC(F)F)cc1	-8	-2	-6	19	48*	-4	-9	2
O=S(=O)(Nc1ccc(Cl)cn1)c1ccc(F)cc1	-2	-12	-14	-1	-25	1	2	1
COc1ccc(-c2ccc3c(c2)[C@@H]2C[C@H](N(C)C(=O)Nc4ccccc4)[C@H]([C@H](C)O)C(=O)N2CC3)cc1	3	4	·	5	·	8	·	-17
CCCc1nnc(NC(=O)CC(=O)Nc2ccccc2C(=O)O)s1	-15	-1	4	11	0	1	-3	7

# Remaining list, next part.
SMILES	EBI2 block	CXCR6 inh	UBC13 polyUb	CCR6 antag	APJ antagonist	ATG4B inhibitor	APJ ag	Gli-Sufu block
O=S(=O)(Nc1ccc2cn[nH]c2c1)c1ccc(Cl)cc1	6	-3	13	1	-13	-10	1	7
CCOC(=O)/C=C/C(=O)Nc1cc(S(=O)(=O)Nc2ccc(OC)cc2)ccc1N1CCOCC1	75*	-2	-6	10	-51	-5	8	45
Cc1ccc(O)c(-c2cc(-c3ccccc3F)[nH]n2)c1	39	8	12	-5	-20	18	-3	32
O=c1cc(CSc2nc(NCc3ccccc3)c3ccccc3n2)nc2ccc(Cl)cn12	17	14	17	16	7	0	-1	15
COc1ccc(OC)c(S(=O)(=O)Nc2ccc3oc(C)c(C(C)=O)c3c2)c1	1	-6	9	9	6	-5	-4	11
O=C(NC1CCCCC1)C(c1ccncc1)N(C(=O)c1csnn1)c1ccccc1 (centres undefined)	3	2	1	16	-5	-1	-3	17
CCC1(O)C(=O)OCc2c1cc1n(c2=O)Cc2cc3c(N)cccc3nc2-1 (centres undefined)	-7	-2	·	-5	·	-5	·	84*
FC(F)(F)c1ccc(C2[C@H]3CN(Cc4cccnc4)[C@H](c4ccccc4)C34CC2(c2ccccc2)C4)cc1 (some centres undefined)	6	-1	16	13	-71	-9	0	-13
Cc1cc(NC(=O)c2cncc(Br)c2)no1	-18	-2	-1	7	9	-8	-2	8
Cc1ccc(S(=O)(=O)NC2=C(N3CCN(c4ccccc4F)CC3)C(=O)c3ccccc3C2=O)cc1	-15&-4	24&17	-107	37&23	-45	1&-10	-2	2&11
COc1ccc(CN(C)C(=O)COC(=O)c2cc([N+](=O)[O-])ccc2N2CCCC2)c(OC)c1OC	11	13	-3	22	0	-7	-3	3
O=C(NCCCNC(=O)c1cnccn1)c1cccc(Cl)c1	-9	4	3	19	-7	-4	-1	39
O=C(COc1ccccc1Cl)Nc1ccc(C(=O)O)cc1NC(=O)COc1ccccc1Cl	9	2	-2	-7	12	2	-1	-2
Cn1c(SCC#N)nnc1-c1cnccn1	-4	-3	-3	4	15	-9	-4	2
Cc1ccc(S(=O)(=O)c2c(N)n(CCC(C)C)c3nc4ccccc4nc23)cc1	18	11	-5	0	16	-20	0	1
Cc1nn(-c2ccccc2)c(C)c1C(=O)OCC(=O)N1CC(=O)Nc2ccccc21	-1	2	1	0	-4	-6	-1	-2
COc1ccc(-c2nnn(CC(=O)N(CC(=O)NC3CCCC3)Cc3cccs3)n2)cc1OC	12	4	20	-9	-3	-4	-4	-3
Cc1noc(C)c1COC(=O)[C@H](C)NS(=O)(=O)c1ccc(Cl)c(Cl)c1	1	-2	4	-1	-13	-9	-4	-1
C=CCn1cnc2c(nnn2Cc2ccc(F)cc2)c1=O	-22	-6	2	4	20	2	-4	-2
CSc1ccccc1NC(=O)CSCc1ccc(Br)cc1	-1	5	-8	6	-14	7	2	2
